# Wnt bcat act – Wnt/beta-catenin pathway activators, primary screen, cell-based, plate reader, single point | Wnt/beta-catenin reporter cell assay, activator | activation, % at 9.35 µM | 300,000 tested, 1.2% active | AID 743398, 2014; in the data active = activation above about 30%, passing the limit was not always enough;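 also: 0% = neutral control wells and 100% = positive control wells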
# CDK5 inh – inhibitors of human CDK5/p35 kinase, primary screen, biochemical, single concentration | Cyclin-dependent kinase 5 (Homo sapiens) + Cyclin-dependent kinase 5 activator 1 (Homo … | Recombinant CDK5/p35, ADP-Glo luminescence, 60 min | inhibition, % at 10 µM | 330,000 tested, 0.01% active | AID 488839, 2010;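 active = highest replicate inhibition of at least 50% and at least 75% of replicates reaching 50%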;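 also: plate controls were DMSO neutral control for no effect and GW8510 at 10 µM for full effect; many of its hits are not listed in these tables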
# Target sequence (Q00535 whole entry, looked up): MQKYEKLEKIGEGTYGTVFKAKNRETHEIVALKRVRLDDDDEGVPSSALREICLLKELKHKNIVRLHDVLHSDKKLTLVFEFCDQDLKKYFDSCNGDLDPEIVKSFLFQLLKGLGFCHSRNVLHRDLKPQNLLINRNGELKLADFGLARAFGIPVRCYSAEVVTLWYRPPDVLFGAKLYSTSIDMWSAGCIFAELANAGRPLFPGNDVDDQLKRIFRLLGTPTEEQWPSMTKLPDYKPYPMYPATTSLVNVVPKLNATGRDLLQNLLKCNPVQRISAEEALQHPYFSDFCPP
# Target sequence (Q15078 whole entry, looked up): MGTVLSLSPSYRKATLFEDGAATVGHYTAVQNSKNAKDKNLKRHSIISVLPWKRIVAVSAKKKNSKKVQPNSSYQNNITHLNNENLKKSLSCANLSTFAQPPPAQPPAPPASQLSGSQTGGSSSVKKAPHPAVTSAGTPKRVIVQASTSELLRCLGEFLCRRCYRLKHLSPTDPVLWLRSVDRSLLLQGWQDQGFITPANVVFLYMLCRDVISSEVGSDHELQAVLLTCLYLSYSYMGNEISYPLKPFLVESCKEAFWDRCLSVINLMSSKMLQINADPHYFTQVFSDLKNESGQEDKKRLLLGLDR
# SR-BI DiI-HDL act – activators of SR-BI mediated DiI-HDL uptake, primary screen, ldlA[mSR-BI] CHO cells, DiI fluorescence; 320,000 tested, 0.096% active; activation, % at 12.5 µM; 3 h; 100 = double the neutral-control signal;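 active = mean replicate activation of at least 60% and every replicate at or above 60%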;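 also: 0% = median plate neutral-control signal and 100% = twice that signal; values of inactives mirror those of a sister screen read the other way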
#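 Material – SR-BI-overexpressing, LDLR-lacking CHO cells · Medium – BSA-supplemented, HEPES-buffered Ham's F12, pH 7.4 · Doses – single concentration · Times – compound with DiI-HDL co-incubation, 3 h at 37 °C · Measured by – bottom-read fluorescence, 550/595 nm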
# Rtt109 HAT inh – inhibitors of C. albicans Rtt109/Vps75 HAT, primary screen, biochemical, ThioGlo CoA-SH fluorescence, plate reader; Histone acetyltransferase RTT109 (Candida albicans (strain SC5314 / ATCC MYA-2876)), …; purified Rtt109/Vps75, 4 h; inhibition, % at 34.9 µM; 330,000 tested, 0.16% active; AID 540336, 2011;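 active = inhibition of at least 50% in every replicate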
# Target sequence (Q5AAJ8 whole entry, looked up): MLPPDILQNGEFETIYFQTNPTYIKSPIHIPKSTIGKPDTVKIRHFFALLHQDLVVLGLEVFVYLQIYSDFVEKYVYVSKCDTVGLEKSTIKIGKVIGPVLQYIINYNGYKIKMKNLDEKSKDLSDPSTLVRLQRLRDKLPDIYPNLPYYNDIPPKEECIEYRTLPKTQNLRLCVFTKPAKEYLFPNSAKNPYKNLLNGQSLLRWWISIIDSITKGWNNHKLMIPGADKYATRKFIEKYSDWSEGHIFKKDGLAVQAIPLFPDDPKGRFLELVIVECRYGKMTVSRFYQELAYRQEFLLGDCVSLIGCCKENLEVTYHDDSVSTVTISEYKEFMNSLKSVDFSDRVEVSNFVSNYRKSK
# MITF TRPM1 HTS – activators of MITF-driven TRPM1 promoter reporter, primary screen, cell-based, SK-MEL-5, luciferase, single point | SK-MEL-5 TRPM1-promoter luciferase, 24 h; % of positive control, neutral wells = 0 | activation, % at 12.5 µM | AID 588334, 2011 | 300,000 tested, 0.75% active;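 active = mean activation of at least 80% with every replicate also reaching 80%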;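 also: 0% = neutral control wells and 100% = parthenolide positive control wells; values of inactives mirror those of a sister screen read the other way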
# HTR5A ag ctr – HTR5A agonists in luminescence cell assay, primary screen, counter-screen for OPRM1-OPRD1 heterodimer agonist project, full-deck HTS; 5-hydroxytryptamine receptor 5A (Homo sapiens), P47898; cell-based; activation, % at 9.3 µM; 340,000 tested, 0.61% active; AID 504692, 2011; in the data active = activation mostly above about 9.5%, no sharp cut-off; inactive = mostly below about 7.6%;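 also: 0% = cells with vehicle only and 100% = reference agonist; strong numbers were not always called active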
# PvdQ inh – P. aeruginosa PvdQ acylase inhibitors, primary screen, biochemical, fluorescence, plate reader and imaging, single point. purified PvdQ acylase. PvdQ acylase [Pseudomonas aeruginosa LESB58]. inhibition, % at 10 µM. 340,000 tested, 0.063% active; in the data active = inhibition above about 30%, passing the limit was not always enough;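 also: 0% = vehicle neutral wells and 100% = reference inhibitor wells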
# dFosB activator – activators of delta FosB homodimer, primary screen, biochemical, fluorescence polarization, TAMRA-CDK5 oligo, single point. Protein FosB (Mus musculus), P13346. purified delta FosB; percent of positive-control signal above neutral wells. activation, % at 25 µM. 340,000 tested, 0.99% active. AID 493131, 2011;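 active = mean activation above about 17%, with every replicate also reaching it, limit read from the data, passing the limit was not always enough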;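 also: fluorescence polarization rise as delta FosB binds a TAMRA Cdk5 AP-1 oligo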
# SR-BI DiI inh – inhibitors of SR-BI mediated HDL lipid uptake, primary screen, ldlA[mSR-BI] cells, fluorescence, single point | 320,000 tested, 0.96% active | inhibition, % at 12.5 µM | ldlA[mSR-BI] CHO cells, DiI-HDL uptake fluorescence, 3 h | Scavenger receptor class B member 1 (Mus musculus), Q61009;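 active = mean replicate inhibition of at least 70% and a set share of replicates each scoring 70 or more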;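 also: 0% = median of neutral control wells and 100% = median of positive control wells; values of inactives mirror those of a sister screen read the other way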
# cardiac RTF act – cardiac RTF calcium sensitivity activators, primary screen, biochemical, IANBD-TnC fluorescence, EC20 calcium; Troponin I, cardiac muscle (Homo sapiens) + Troponin T, cardiac muscle (Homo sapiens) + …; IANBD-labeled TnC RTF fluorescence at EC20 calcium; 0% EC20 calcium, 100% full calcium; activation, % at 7.2 µM; 340,000 tested, 0.24% active;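 active = activation above the mean over all tested compounds plus 3 SD, cut at about 30% in these data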;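 also: rise in fluorescence read as greater calcium sensitivity of cardiac thin filaments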
# * hit, by the source's call; . = no result given.
# Second line of a record: CDK5 inh	SR-BI DiI-HDL act	HTR5A ag ctr	Wnt bcat act	dFosB activator	Rtt109 HAT inh	cardiac RTF act	SR-BI DiI inh	MITF TRPM1 HTS	PvdQ inh
O=C(CNC1CCN(Cc2ccccc2)CC1)Nc1ccc(S(=O)(=O)N2CCCCC2)cc1
 : -0.7	38	7	-1	4	2	1	-38	-6	-11
COc1ccc(Cc2nc3ccccc3[nH]2)cc1OC
 : 0.6	12	-7	0	-3	3	2	-12	-25	-1
Cc1ccc(SC(C)C(=O)Nc2ccc(S(=O)(=O)N3CCOCC3)cc2)cc1 (stereo not drawn)
 : -1.8	-1	2	.	-6	-3	-2	1	.	10
Cc1ccc2oc3c(c(=O)c2c1)C(c1cccc(O)c1)N(c1ccccn1)C3=O (stereo not drawn)
 : -0.3	22	-3	0	-5	-3	-8	-22	3	-4
O=C(Nc1ccc(F)cc1)c1ccc2nsnc2c1
 : 0.0	-1	5	39*	6	-2	-1	1	77	-8
COc1cc(C2c3c(oc4ccccc4c3=O)C(=O)N2c2nccs2)ccc1O (stereo not drawn)
 : -1.2	-15	-1	0	5	17	4	15	-6	6
COc1ccc(CCn2c(C)cc(C(=O)CSc3nnnn3C)c2C)cc1
 : 1.0	.	-4	.	0	8	4	.	0	-13
N=c1c(S(=O)(=O)c2ccccc2)cc2c(=O)n3ccccc3nc2n1CC1CCCO1 (stereo not drawn)
 : -0.9	-3	2	0	-15	-40	-1	3	-3	-15
CCS(=O)(=O)N1Cc2ccccc2CC1C(=O)NCC12CC3CC(CC(C3)C1)C2 (stereo not drawn)
 : -2.2	-16	-4	-3	-1	-3	-5	16	.	-2
CC(C)CC1Nc2ccc(C(=O)NCCCN3CCOCC3)cc2NC1=O (stereo not drawn)
 : -0.5	7	4	-3	3	-18	-9	-7	0	1
O=C(O)c1ccc(N/N=C/c2ccc(-c3ccc(Br)cc3)o2)cc1
 : 0.7	2	-1	-6	-13	16	-4	-2	21	-2
Cc1cc(C(=O)OCC(=O)Nc2c(Cl)cccc2Cl)c(C)o1
 : 2.5	4	-1	-3	22*	-2	1	-4	10	2
C[C@@H](OC(=O)c1[nH]cnc1C(=O)N1CCN(C(=O)OC(C)(C)C)CC1)c1ccccc1
 : -0.8	16	6	1	-7	-4	10	-16	-5	-12
COc1ccc(C2C(C(=O)c3ccco3)=C(O)C(=O)N2c2nnc(C)s2)cc1 (stereo not drawn)
 : 0.8	-4	4	1	1	6	2	4	21	13
CCOC(=O)c1c(C)c(C(=O)NCc2ccc3c(c2)OCO3)c(C)n1C
 : -2.6	9	-3	.	-7	-9	1	-9	-3	0
CCOc1ccccc1C1C(C#N)=C(N)Oc2n[nH]c(CC)c21 (stereo not drawn)
 : 3.8	15	-2	-3	-5	4	5	-15	-10	5
O=C(CCC(=O)n1ncc2ccccc21)NCc1ccc(F)cc1
 : -0.3	43	0	5	-3	-5	1	-43	.	-2
CCOc1ccc(/C=C2\SC(=S)N(CCCC(=O)NCCCN3CCOCC3)C2=O)cc1
 : -0.4	.	-8	1	-1	-5	-2	.	-57	-13
CCCNC(=O)C(Cc1ccc(I)cc1)NC(=O)c1ccc(C#N)cc1 (stereo not drawn)
 : 0.7	-14	-2	-4	1	-6	12	14	-5	-12
COc1cc(NS(=O)(=O)c2cc3[nH]c(=O)c(=O)[nH]c3cc2C)cc(OC)c1OC
 : -4.5	12	1	1	-12	-5	6	-12	.	-24
COC(=O)c1cc(Br)c(=O)n(Cc2ccc(OC)c(OC)c2)c1
 : 0.6	4	8	3	4	0	-2	-4	4	3
Cc1cccc(-n2c(CNC(=O)COc3ccccc3)nnc2SCC(=O)Nc2nccs2)c1
 : -1.0	-17	-1	.	-11	-9	-8	17	-8	7
Cn1ncc(Br)c1C(=O)N1CCCCCC1
 : -1.8	-10	1	-1	-4	-9	2	10	4	-12
Cn1c(CCNC(=O)c2ccco2)nc2cc(NC(=O)NC3CCCCC3)ccc21
 : 0.1	-21	2	11	-1	0	3	21	.	8
Cc1ccc(S(=O)(=O)N(C)c2ccc(C(=O)N3CCOCC3)cc2)cc1
 : -1.4	8	-2	-2	-20	-6	-7	-8	2	-5
Cc1cc(Nc2cccc(F)c2)nc(-c2ccccc2O)n1
 : 0.6	-46	-2	8	-8	0	-4	46	-5	0
O=C(NCC(c1ccco1)N1CCOCC1)c1ccc(F)c(F)c1 (stereo not drawn)
 : 0.0	11	4	-1	-4	-6	2	-11	1	-13
O=C(CNC(c1ccccc1)c1ccccc1)Nc1ccccc1Br
 : -0.9	-10	0	2	-2	4	3	10	4	-5
COc1ccc(NC(=S)Nc2ccc(C)c(Cl)c2)cc1OC
 : -1.9	-33	3	-3	-4	5	8	33	-9	-8
Cc1cc(C)n(C(=O)c2ccc(C)o2)n1
 : 1.7	-10	0	-2	-3	-1	1	10	-2	-2
COc1ccccc1CNC(=O)c1oc2ccccc2c1C
 : 1.3	-18	3	-1	-6	-4	-2	18	10	-12
Cc1ccc(NC(=O)c2cc(N3C(=O)C=CC3=O)ccc2N2CCOCC2)cc1Cl
 : 13	17	7	-3	2	1	1	-17	-76	-21
Cc1ccc(NC(=O)C(=O)NCC2CCCN2S(=O)(=O)c2cccs2)cc1 (stereo not drawn)
 : -1.3	6	3	-1	0	6	4	-6	6	-18
Cc1ccc(-c2nnc(SCC(=O)NC3CC3)n2N)cc1
 : -1.4	15	-1	2	-8	-12	7	-15	2	-8
O=C(NCCc1ccccc1)C(c1cccs1)N(C(=O)CCl)c1ccc(Cl)cc1 (stereo not drawn)
 : -1.6	26	32*	.	-7	1	0	-26	-86	-21
N[C@@H](CO)c1nnc([C@H](CCC(=O)O)NC(=O)C2CCNCC2)o1
 : 0.4	11	-2	-2	5	-2	3	-11	-5	-1
CC1CCCCN1S(=O)(=O)c1ccc(S(=O)(=O)N2CCN(c3ccc(F)cc3)CC2)cc1 (stereo not drawn)
 : -4.3	21	1	.	-4	-8	-1	-21	-6	-14
COc1cc(NC(=O)Cn2c(-c3cncs3)nc3ccccc32)cc(OC)c1OC
 : -14	1	.	.	4	0	-4	-1	3	-13
CSc1nc(NCCOCCO)c2sc3nc(-c4ccco4)c4c(c3c2n1)CCC4
 : 0.4	26	3	-1	8	3	0	-26	9	-11
COc1cc(OC)cc(C(=O)NC(C(=O)Nc2ccc3nc(C)sc3c2)C(C)C)c1 (stereo not drawn)
 : 1.1	-9	-4	-1	-8	1	-2	9	-12	-10
O=C(NC1CCN(Cc2ccccc2)CC1)C1COc2ccccc2O1 (stereo not drawn)
 : 1.6	-9	-1	-9	-3	-8	-2	9	-7	-16
Cc1cc(NS(=O)(=O)N(C)C)ccc1C(C)C
 : -0.7	-11	1	5	-6	0	3	11	.	-9
CCO/C=C1\C(=O)N(c2ccc(OCC)cc2)C(=O)c2ccccc21
 : -0.1	25	-2	0	-9	13	-2	-25	0	9
CCCN1CCC(=O)N([C@H](CO)CC(C)C)CC1
 : 1.0	23	2	-3	-1	-1	6	-23	1	-15
CCOc1cc(/C=N/NC(=O)c2cc(C3CC3)[nH]n2)ccc1O
 : 2.4	19	1	0	-4	5	-4	-19	2	-7
COc1ccc(Cn2c(C)nnc2-c2cnn(C)c2N)cc1OC
 : -1.0	-11	-4	1	-2	-7	2	11	4	-7
Cc1cccc(OCCCOc2cccc3cccnc23)c1C
 : -0.1	26	0	.	-5	10	5	-26	27	-1
CCN(CC)S(=O)(=O)c1cc(NC(=O)CCNC(=O)c2ccccc2Cl)ccc1C
 : -1.2	-9	6	.	-9	-4	2	9	-2	-16
O=C(O)c1cc(-c2ccccc2Cl)n(-c2cccc(Cl)c2)n1
 : -4.1	9	2	-2	-4	-5	-3	-9	6	-4
COc1ccc(Nc2ncnc3ccc(Br)cc23)c(OC)c1
 : -1.4	20	1	-8	-3	-3	6	-20	.	-9

# Printed as active in dFosB activator, among the entries above:
Molecule | CDK5 inh | SR-BI DiI-HDL act | Wnt bcat act | dFosB activator | Rtt109 HAT inh | cardiac RTF act | SR-BI DiI inh | MITF TRPM1 HTS | PvdQ inh
Cc1cc(C(=O)OCC(=O)Nc2c(Cl)cccc2Cl)c(C)o1 | 2.5 | 4 | -3 | 22* | -2 | 1 | -4 | 10 | 2

# Continuation:
# Second line of a record: CDK5 inh	SR-BI DiI-HDL act	HTR5A ag ctr	Wnt bcat act	dFosB activator	Rtt109 HAT inh	cardiac RTF act	SR-BI DiI inh	MITF TRPM1 HTS	PvdQ inh
CSc1nc2sc3c(c2c(=O)n1C)CCC(C)C3 (stereo not drawn)
 : -1.6	-8	3	.	-9	5	7	8	29	-15
O=C(NCCN1CCCC(O)C1)c1cc(COc2ccc(F)cc2Cl)on1 (stereo not drawn)
 : .	2	0	-2	-2	-8	13	-2	22	-12
Cc1c(C)n2c(SCC(=O)N3CCCCCC3)nnc2[nH]c1=O
 : 0.1	4	-3	0	1	-1	-1	-4	4	-9
CC1(C)CC(O)C(C(O)c2cccc([N+](=O)[O-])c2)C(C)(C)N1 (stereo not drawn)
 : 0.5	4	-3	0	4	-4	2	-4	-1	3
O=C(c1cccc(NS(=O)(=O)c2ccc(F)cc2)c1)N1CCN(c2ccccc2)CC1
 : -1.0	21	-2	0	-6	34	-15	-21	-4	16
CCOC(=O)c1c(C)[nH]c(C=Nc2ccc(OC)cc2)c1O
 : 3.0	-17	3	2	-8	13	-5	17	64	0
CC(C)c1ccc(S(=O)(=O)N2CCN(CCC(=O)Nc3ccc(N(C)C)cc3)CC2)cc1
 : 0.0	-3	5	.	-8	-1	-6	3	-16	-14
Cc1ccc(C)c(/C(O)=C2/C(=O)C(=O)N(CCN3CCOCC3)C2c2ccc(C)o2)c1 (stereo not drawn)
 : -1.0	4	0	.	-7	2	4	-4	.	-6
COc1ccc(CCNC(=O)CN(c2cc(C)cc(C)c2)S(=O)(=O)c2c(C)noc2C)cc1OC
 : 1.6	-8	0	-2	-11	0	-4	8	7	-9
COc1ccccc1NS(=O)(=O)c1cc(-c2cc(C)no2)ccc1OC
 : -1.3	12	3	-2	-7	-10	-1	-12	-7	-6
O=C(COC(=O)c1ccccc1OCc1ccc(Cl)cc1)NCC1CCCO1 (stereo not drawn)
 : 0.7	-59	-1	-1	-6	-6	-4	59	8	1
CCN(CC)S(=O)(=O)c1ccc(OC)c(NC(=O)c2cccc(C)c2[N+](=O)[O-])c1
 : -1.4	-58	6	-1	-14	19	4	58	7	10
Oc1ccccc1Nc1nc(-c2ccccc2O)nc2ccccc12
 : -0.9	-93	6	-1	-1	3	-14	93*	-8	1
